High-throughput results: PubChem, National Center for Advancing Translational Sciences (NCATS)
Sm TGR inh – qHTS Assay for the Inhibitors of Schistosoma Mansoni Peroxiredoxins; purified TGR, DTNB reduction, TNB absorbance 405 nm; Potency, µM (titrated, usually from 114 µM), inactives show at the highest dose activity change, negative = inhibition, most hits filed as inhibitors; actives 3% (n = 360,000); AID 485364, 2010; further: potency means the concentration at half of the fitted maximal effect; nearly all actives have a fitted effect of over 60% in size
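Kinetic colorimetric format: TGR-catalysed, NADPH-driven DTNB reduction monitored via TNB absorbance. Enzyme dispensed at 20 nM; compound exposure 15 min at room temperature before reaction start.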
HCMV inh – qHTS Assay for inhibitors of the human cytomegalovirus (HCMV). actives 4.5% (n = 410,000). activity change, negative = inhibition, % at 57.5 µM. HFF cells, HCMV-luciferase reporter, 72 h; active compounds read low; in the data active means activity change below about -60%; inconclusive means no clear call, values can overlap the other calls; inactive means above about -39%
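Inhibition of viral replication was scored as loss of reporter luminescence in HFFs infected with HCMV-luciferase (MOI 1 PFU/cell) for 72 h; compounds tested at 2 doses, normalized to buffer and Salinomycin controls.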
HCV inh – qHTS Assay for Inhibitors of Hepatitis C Virus (HCV); Huh7.5.1 HCVcc-Cre infection, luciferase reporter, 44 h; actives 3.4% (n = 340,000); Potency, µM (doses to about 41.8 µM), for the others: at the top dose activity change, negative = inhibition, hits mostly inhibitors; further: potency means the concentration at half of the fitted maximal effect
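Compounds are dispensed onto cells plated 4 h earlier at 1,000 per well, with HCVcc-Cre virus (about 0.5 moi) added next. Following 44 h of culture, luminescent signal is measured for 15 sec after 15 min with substrate at room temperature.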
AmpC detergent – qHTS Inhibitors of AmpC Beta-Lactamase (assay with detergent). P00811. AmpC hydrolysis of nitrocefin, absorbance 480 nm, 0.01% Triton. Potency, µM (series often up to 114 µM), without a hit: top-dose activity change, negative = inhibition, usual class: inhibitors. actives 0.041% (n = 370,000). AID 485294, 2010;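 further: potency means the concentration at half of the fitted maximal effect; 0% = no-compound wells and -100% = no-enzyme wells; nearly all actives have a fitted effect of over 25% in size; some results filed as inactive show a strong effect at the top dose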
Target sequence (P00811 whole entry, looked up): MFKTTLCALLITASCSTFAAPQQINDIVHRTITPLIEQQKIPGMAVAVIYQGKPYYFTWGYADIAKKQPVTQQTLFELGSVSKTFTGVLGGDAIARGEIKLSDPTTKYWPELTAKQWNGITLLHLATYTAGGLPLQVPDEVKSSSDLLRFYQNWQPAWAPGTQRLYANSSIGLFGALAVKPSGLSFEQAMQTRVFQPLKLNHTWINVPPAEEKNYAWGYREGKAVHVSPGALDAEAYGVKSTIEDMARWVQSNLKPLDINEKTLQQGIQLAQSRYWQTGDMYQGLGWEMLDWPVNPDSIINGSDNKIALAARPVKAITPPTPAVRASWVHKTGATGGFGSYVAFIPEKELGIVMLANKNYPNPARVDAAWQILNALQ
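AmpC (5.3 nM in the dispensed reagent) in 20 mM phosphate pH 7.0 with 0.01% (detergent screen) or 0.0001% Triton X-100 was preincubated with compounds for 15 min at room temperature. Nitrocefin was then added from an 800 uM solution, and hydrolysis was followed at 480 nm.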
AmpC no deterg – qHTS Inhibitors of AmpC Beta-Lactamase (assay without detergent); P00811; AmpC nitrocefin hydrolysis, absorbance 480 nm, 0.0001% Triton; Potency, µM (titrated, usually from 57.1 µM), for inactives: top-dose activity change, negative = inhibition, hits mostly inhibitors; actives 0.52% (n = 330,000); AID 485341, 2010;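 further: potency means the concentration at half of the fitted maximal effect; plate controls were no compound for no effect and no enzyme for full effect; nearly all actives have a fitted effect of over 20% in size; some results filed as inactive show a strong effect at the top dose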
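20 mM phosphate pH 7.0 + 0.01% (detergent screen) or 0.0001% Triton X-100; 5.3 nM AmpC reagent; cpd preinc 15 min RT; nitrocefin (800 uM stock) to start; A480 q20 s × 4 min; Activity was normalised to no-enzyme and no-compound control wells.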
Giardia FBPA inh – qHTS Assay for Inhibitors of Fructose-1,6-bisphosphate Aldolase from Giardia Lamblia. purified Giardia FBPA. Potency, µM (highest dose often 59.6 µM), inactives show at the top dose activity, negative = inhibition, actives largely listed as inhibitors. actives 0.71% (n = 290,000). AID 2451, 2010; further: potency means the concentration at half of the fitted maximal effect; nearly all actives have a fitted effect of over 55% in size
Target sequence (A8B2U2 whole entry, looked up): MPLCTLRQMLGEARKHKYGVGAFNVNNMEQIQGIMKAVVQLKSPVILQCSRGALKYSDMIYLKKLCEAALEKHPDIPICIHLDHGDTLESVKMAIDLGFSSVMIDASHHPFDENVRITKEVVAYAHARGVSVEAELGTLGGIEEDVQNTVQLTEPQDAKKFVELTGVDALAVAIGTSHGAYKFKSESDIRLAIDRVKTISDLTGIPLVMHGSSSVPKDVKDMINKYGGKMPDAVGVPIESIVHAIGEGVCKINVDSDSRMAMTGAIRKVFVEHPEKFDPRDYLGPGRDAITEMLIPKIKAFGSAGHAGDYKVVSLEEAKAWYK
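Giardia FBPA (40 nM reagent) was preincubated 10 min at RT with compound (up to 57.5 uM final), then substrate plus GAPDH/TPI/NAD/arsenate coupling system with diaphorase/resazurin was added; resorufin fluorescence (525/598 nm) was read after 20 min.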
The depositor's hits bear a star; ? = inconclusive; . = not tested or not shown; & = joins results of further samples; [ ] = another dose, or the depositor's remark. Unless noted, the call rests on the fitted dose curve; in most records, active means well fitted curve in the direction sought with a large enough effect; inconclusive means small, poorly fitted or top-dose-only effect, or another doubt; inactive means no such curve, though single readings can be large; an effect the other way counts as inactive or inconclusive. Unless noted, on the % scale 0 is the no-effect control and ±100 the full control effect.

SMILES	Sm TGR inh	HCMV inh	HCV inh	AmpC detergent	AmpC no deterg	Giardia FBPA inh
CCN(CC)CCCNC(=O)c1ccc(CS(=O)(=O)c2ccccc2OC)o1	4%	-22	13%	-3%	-26%	5%
COc1ccc(CN2CCN(S(=O)(=O)c3ccccc3)CC2)c(OC)c1	6%&8%	-21&-5	-17%	?	-5%	?
CC(=O)c1cc(-c2ccccc2)n(CC(=O)N2CCCCC2)c1C	6%	137	4%	2%	51%	8%
O=C(COc1coc(CN2CCN(c3ccccc3F)CC2)cc1=O)Nc1ccccc1	-3%	5	?	-3%	-8%	.
CN(CC(=O)Nc1ccccc1C(F)(F)F)Cc1c(O)ccc2ccccc12	1µM*	4	6%	-14%	-34%	-22%
O=[N+]([O-])c1ccc(-c2ccc(/C=N/n3cnnc3)o2)c(Br)c1	-27%	-90*	-10%	0%	-13%	1%
Oc1c(Br)cc(Br)cc1/C=N/n1c(-c2ccccc2)n[nH]c1=S	2%	79	?	-21%	-27%	7%
CN(Cc1cccs1)c1nc(-c2cccnc2)nc2ccccc12	-4%	-23	?	-5%	-31%[11.4 µM]	9%
CN(c1nc2ccccc2nc1Cl)S(=O)(=O)c1ccccc1	-8%	7	6%	3%	-21%	-9%
Cc1ccc(NC(=O)[C@@H]2CCCN2S(=O)(=O)c2ccccc2F)cc1S(=O)(=O)N1CCOCC1	-13%	27	6%	-8%	-24%	2%
CCN(CC)CCCNc1cc2n(c(=O)n1)CCc1cc(OC)c(OC)cc1-2	1%	12	?	-1%	0%	-1%
O=C(CCC(=O)N1CCN(c2cccc(Cl)c2)CC1)c1cccs1	0%	-35	-14%	5%	-9%	.
COC(=O)c1cccc(C(=O)N2CCCC(CCC(=O)N(C)CCc3ccccn3)C2)c1 (configuration not stated)	-2%	8	11%	-7%	55%	.
COc1ccc(CCN2C(=O)N[C@@H](CCC(=O)O)C2=O)cc1	3%	11	27%	-2%	-13%	-3%
COc1ccc(C(CC(=O)Nc2cc([N+](=O)[O-])ccc2OC)c2ccccc2)cc1 (configuration not stated)	8%	-26	?	-10%	-29%	-1%

Taken from above.
Cc1ccc(NC(=O)[C@@H]2CCCN2S(=O)(=O)c2ccccc2F)cc1S(=O)(=O)N1CCOCC1 in Sm TGR inh is entered as -13%
COc1ccc(CN2CCN(S(=O)(=O)c3ccccc3)CC2)c(OC)c1 in HCV inh is entered as -17%
O=C(COc1coc(CN2CCN(c3ccccc3F)CC2)cc1=O)Nc1ccccc1 in HCMV inh is entered as 5
COC(=O)c1cccc(C(=O)N2CCCC(CCC(=O)N(C)CCc3ccccn3)C2)c1 (configuration not stated) in HCMV inh is entered as 8
CCN(CC)CCCNc1cc2n(c(=O)n1)CCc1cc(OC)c(OC)cc1-2 in AmpC detergent is entered as -1%
O=C(CCC(=O)N1CCN(c2cccc(Cl)c2)CC1)c1cccs1 in HCMV inh is entered as -35
Oc1c(Br)cc(Br)cc1/C=N/n1c(-c2ccccc2)n[nH]c1=S in HCMV inh is entered as 79

The list goes on:
SMILES	Sm TGR inh	HCMV inh	HCV inh	AmpC detergent	AmpC no deterg	Giardia FBPA inh
Oc1ccc(N2CCN(c3ncnc4sc5c(c34)CCC5)CC2)cc1	-24%	-82*	?	?	-6%	-8%
O=C(NCCCn1ccnc1)c1nn2c(C(F)(F)F)cc(-c3ccccc3)nc2c1Cl	-10%	-21	10µM*	0%	-2%	7%
COC(=O)c1nn(-c2ccc(C)cc2)ccc1=O	-6%	54	-14%	-3%	-6%[2.29 µM]	6%
COc1ccccc1NS(=O)(=O)c1cc(NC(=S)Nc2cc(C)cc(C)c2)ccc1Cl	-10%	-82*	?	-6%	-58%	-6%
O=C(CSC1=NS(=O)(=O)c2cc(Cl)ccc2N1)NCc1ccccc1	1%	-1	20%	0%	-23%	.
CN(CP(=O)(O)C(O)c1ccccc1)S(C)(=O)=O (configuration not stated)	12%[11.4 µM]	-88*	14%	3%	-16%	9%
CCOc1ccc(C2C=C(c3ccc(C)cc3)Nc3nnnn32)cc1 (configuration not stated)	-20%	-3	-12%	-9%	-20%	13%
CSc1nnc(-c2ccccc2)c(=O)[nH]1	-10%	41	12%	?	-11%	-4%
CC(=O)c1ccc(N2CCN(C(=O)c3ccc(Cl)c(NC4=NC5CS(=O)(=O)CC5S4)c3)CC2)cc1 (configuration not stated)	-12%	0	29%	0%	17%	.
Cc1cccc(NC(=O)Cn2cc([N+](=O)[O-])cn2)n1	0%	21	6%	2%	-30%	0%
NC(=O)C1=C[C@@H](c2coc3ccccc3c2=O)C[C@@H](OCCCCO)O1	1%	-35	16%	7%	-11%	4%
CC1(C)CC(=O)C=C(c2cccc(Br)c2)C1	-16%	-64*	-23%	-2%	1%	.
CCOC(=O)c1c(C)c(C(=O)NCCCOC)c(C)n1C	0%	3	8%	-14%	-5%	-6%
O=C(CC1(O)C(=O)Nc2ccccc21)c1ccc(-n2cccc2)cc1 (configuration not stated)	50µM*	39	-2%	-2%	-14%	2%
Oc1c(Br)cc(/C=N/Nc2nncc3ccccc23)cc1Br	-31%	.	12%	0%	-8%	?
CSc1ccc(S(=O)(=O)N2CCC(C(=O)NCC3CCCO3)CC2)cc1 (configuration not stated)	2%	-21	10%	3%	15%	6%
NC(=O)C1CCN(c2nc(-c3cccc(Cl)c3)cs2)CC1	4%	75	.	-14%	98%&21%[activator]	.
Cc1ccc2cc(/C=N/NC(=O)[C@H](C)NC(=O)OC(C)(C)C)c(Cl)nc2c1	3%	30	-13%	-7%	-10%	3%
CC1(C(=O)NCCc2c[nH]c3ccccc23)C=CCN1C(=O)c1ccccc1 (configuration not stated)	-18%	110	0%[8.37 µM]	-21%	-30%	0%&3%
O=C(CCCCCn1c(=O)c2sccc2n(CC(=O)Nc2cc(C(F)(F)F)ccc2Cl)c1=O)NCc1ccccc1Cl	0%	-33	.	23%	.	.
Cc1noc(NS(=O)(=O)c2ccc(NC(=O)C(Cl)(Cl)Cl)cc2)c1C	0%	-13	6%	6%	-20%	-1%
COc1ccc(NC(=O)c2cc3c(=O)n(C)c4ccccc4c3n2C)cc1Cl	2%	-34	0%	-2%	0%	-3%
COc1ccc(/C(N)=N/OC(=O)CCCN2C(=O)c3ccccc3C2=O)cc1OC	-6%	?	-1%	-12%	29%	1%
COc1ccc(N2C(=O)Cc3ccccc3C2=O)cc1	33%	0	-5%	-20%	-11%	-9%
C=CCN1C(=O)c2ccc(C(=O)NCC(=O)Nc3c(C)cc(C)cc3C)cc2C1=O	1%	53	3%	6%	-13%	.
Oc1ccc(Br)cc1-c1cc(-c2ccccc2)n[nH]1	-3%	100	?	0%	-30%	7%
O=C(Oc1ccccc1)N1CCCC1	-5%	-21	12%	-1%	0%	12%
CCc1cccc(C)c1NC(=O)CSc1nnc(CC)n2c1cc1occc12	1%	-69*	.	7%	.	.
CCC(C)NC(=O)c1ccc(C2SCC(=O)N2Cc2ccccc2)cc1 (configuration not stated)	-3%	-31	12%	0%	101%[activator]	-8%
CCN(CC)CCCN1C=C2C(=O)C(C)(OC(=O)CCc3ccccc3)C(=O)C=C2C=C1c1ccc(C#N)cc1 (configuration not stated)	40µM*	.	7%	0%	59%	?
CCS(=O)(=O)Nc1cccc(-c2cn3c(n2)SCC3)c1	4%	0	11%	0%	-38%	-5%
COc1ccc(OC)c(C2C(C(C)=O)=C(O)C(=O)N2CCC(=O)O)c1 (configuration not stated)	-2%	-22	6%	0%	-24%	-6%
CCS(=O)c1scc(-c2ccc(Cl)cc2)c1C#N (configuration not stated)	5%	-12	-17%	5%	27%	2%
Cc1cc(C)n(Cc2ccc(NC(=O)c3ccc(COc4ccccc4Br)cc3)cc2)n1	-12%	-90*	4µM*	-2%	1%	-5%
COc1ccc(N(CC(=O)NC2CCCCC2)C(=O)CNC(=O)c2ccco2)cc1	.	-11	2%	-10%	-9%	7%
CC(NC(=O)C1CCC(CNc2c(N3CCCCC3)c(=O)c2=O)CC1)c1ccccc1 (configuration not stated)	-1%	-25	10%	1%	-1%	11%
O=C(CSc1nc2nc(-c3cccs3)cc(C(F)(F)F)c2c(=O)[nH]1)NCc1ccco1	?	-4	14%	5%	-31%	1%
COC(=O)C1=C(c2cccc(OCc3ccccc3)c2)C[C@@H]2CC[C@H]1N2C(=O)NCc1ccc(Cl)cc1	0%	-26	?	-2%	-21%	.
COc1ccc(-c2nc(CSCC(=O)NC3CCCc4ccccc43)c(C)o2)cc1OC (configuration not stated)	0%	-27	?	-2%	118%[activator]	-1%
CC(C)C(=O)OC1CCS(=O)(=O)c2sccc21 (configuration not stated)	31%	5	27%	-2%	-14%	-23%
O=P(COCCOCCOCP(=O)(c1ccccc1)c1ccccc1)(c1ccccc1)c1ccccc1	0%	-14	-1%	-1%	137%[activator]	-2%
O=C(NCCc1ccccc1)C(c1ccccc1)N(C(=O)c1csnn1)C1CC1 (configuration not stated)	0%	-22	0%	0%	14%	-1%
CN(c1ccccc1)S(=O)(=O)c1cccc(NC(=O)c2cncc(Br)c2)c1	8%	0	?	0%	-34%	-2%
O=C(NCCc1ccc(F)cc1)Nc1ccc([N+](=O)[O-])cc1	44%[activator]	-14	?	2%	-33%	.
CCCCn1nc(C(=O)Nc2c(C)n(C)n(-c3ccccc3)c2=O)c2ccccc2c1=O	-11%	-19	5%	-18%	-13%	.

The final three entries of the section above are carried over, then new ones follow.
SMILES	Sm TGR inh	HCMV inh	HCV inh	AmpC detergent	AmpC no deterg	Giardia FBPA inh
CN(c1ccccc1)S(=O)(=O)c1cccc(NC(=O)c2cncc(Br)c2)c1	8%	0	?	0%	-34%	-2%
O=C(NCCc1ccc(F)cc1)Nc1ccc([N+](=O)[O-])cc1	44%[activator]	-14	?	2%	-33%	.
CCCCn1nc(C(=O)Nc2c(C)n(C)n(-c3ccccc3)c2=O)c2ccccc2c1=O	-11%	-19	5%	-18%	-13%	.
O=C(CSc1ccc([N+](=O)[O-])cc1)NNC(=O)c1ccccc1F	?	-7	5%	?	-19%	-2%
CCN1CCN(CC(=O)Nc2cc(C)c(C)cc2[N+](=O)[O-])CC1	-7%	97	?	-2%	1%	-9%
COc1ccccc1NS(=O)(=O)c1cccc(C(=O)OCC(=O)NC2CC2)c1	0%	-28	6%	1%	-7%	.
Cc1cccc(NC(=O)c2oc3ccccc3c2NC(=O)Cc2coc3c(C)c(C)ccc23)c1	6%	44	.	8%	.	.
COC(=O)c1ccccc1NC(=O)c1ccc(COc2ccc(C)c(C)c2)o1	-22%	-2	-26%	-10%	-40%	6%
S=C(Nc1ccccc1)N1CCC(Cc2ccccc2)CC1	7%	4	?	-6%	-29%	1%
O=S(=O)(NCc1ccco1)N1CCOCC1	1%	-19	7%	-20%	-10%	7%
C[C@@H]1CN(C(=O)c2nc3ccc(Cl)cn3c2CNCC[C@@H]2C[C@@H]3C=C[C@H]2C3)C[C@H](C)O1	-7%	?	?	-3%	50%	7%
